# EPAC2 antagonist: blocks human EPAC2 exchange factor; EPAC2 GEF exchange of Rap1B-BODIPY-GDP, fluorescence; Potency, µM (titrated, usually from 114 µM), without a hit: at the highest dose activity, negative = inhibition, usual class: inhibitors; hit rate 0.18% among 360,000; further: potency means the concentration at half of the fitted maximal effect; on the % scale 0 is the no-effect control and ±100 the full control effect; nearly all actives have a fitted effect of over 45% in size; many of its hits are not listed in these tables
# Target sequence (Q8WZA2 whole entry, looked up): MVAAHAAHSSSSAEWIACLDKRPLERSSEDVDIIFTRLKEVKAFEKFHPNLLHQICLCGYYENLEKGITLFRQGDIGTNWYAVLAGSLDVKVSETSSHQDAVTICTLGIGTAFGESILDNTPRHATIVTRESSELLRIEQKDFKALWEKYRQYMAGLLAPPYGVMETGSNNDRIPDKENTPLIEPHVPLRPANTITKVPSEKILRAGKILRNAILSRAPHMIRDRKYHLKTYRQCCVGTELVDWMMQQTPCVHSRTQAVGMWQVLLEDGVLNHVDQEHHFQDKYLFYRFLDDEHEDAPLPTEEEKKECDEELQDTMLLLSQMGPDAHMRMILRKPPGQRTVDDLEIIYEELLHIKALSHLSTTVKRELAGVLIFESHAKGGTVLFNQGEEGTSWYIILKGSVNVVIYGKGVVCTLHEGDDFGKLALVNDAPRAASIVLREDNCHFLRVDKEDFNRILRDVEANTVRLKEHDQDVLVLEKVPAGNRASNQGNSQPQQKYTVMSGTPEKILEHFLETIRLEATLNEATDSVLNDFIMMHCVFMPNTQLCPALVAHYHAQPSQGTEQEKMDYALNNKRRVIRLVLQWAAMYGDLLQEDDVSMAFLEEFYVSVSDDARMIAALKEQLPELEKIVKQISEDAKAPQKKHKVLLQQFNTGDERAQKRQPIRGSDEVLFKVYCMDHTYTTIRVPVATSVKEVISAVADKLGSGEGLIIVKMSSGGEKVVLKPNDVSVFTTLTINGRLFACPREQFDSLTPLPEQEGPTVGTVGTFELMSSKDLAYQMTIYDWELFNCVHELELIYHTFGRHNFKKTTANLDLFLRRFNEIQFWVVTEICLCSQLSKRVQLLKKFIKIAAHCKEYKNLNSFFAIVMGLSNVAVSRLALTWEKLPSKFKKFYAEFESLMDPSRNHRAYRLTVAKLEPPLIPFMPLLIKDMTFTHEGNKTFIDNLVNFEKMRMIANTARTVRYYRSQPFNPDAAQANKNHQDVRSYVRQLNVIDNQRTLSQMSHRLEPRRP
# TGFb SMAD3 inh: blocks TGF-b signaling | HepG2 CAGA-GFP TGF-b/SMAD3 reporter, GFP fluorescence, 18 h; TGF-beta stimulated, 500 pg/mL final | Potency, µM (top dose mostly 46.1 µM), inactives show top-dose activity, negative = inhibition, most hits filed as inhibitors | AID 588855 | hit rate 1.2% among 410,000; further: potency means the concentration at half of the fitted maximal effect; on the % scale 0 is the no-effect control and ±100 the full control effect; nearly all actives have a fitted effect of over 65% in size
#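 Cell-based qHTS in HEPG2 carrying a CAGA-GFP Smad reporter; compounds added before 500 pg/mL final TGF-beta, 18 h incubation at 37 degrees C, GFP fluorescence quantified per cell by imaging cytometry.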
# MmCpn inh: inhibitors of Methanococcus maripaludis chaperonin (MmCpn). Potency, µM (top dose mostly 76.9 µM), for inactives: at the highest dose activity, negative = inhibition, actives largely listed as inhibitors. AID 504842. purified Mm-Cpn ATPase, ADP Transcreener TR-FRET. hit rate 0.031% among 330,000; further: potency means the concentration at half of the fitted maximal effect; on the % scale 0 is the no-effect control and ±100 the full control effect; nearly all actives have a fitted effect of over 80% in size
#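 Purified archaeal chaperonin (25 nM final) was preincubated with compound for 10 min at 37°C, then ATP (10 uM final) was added for 30 min at 37°C in Tris pH 7.4/KCl/MgCl2/DTT buffer. ADP was quantified by HTRF Transcreener TR-FRET.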
# EPAC2 ag: activates human EPAC2 exchange factor; AID 720711; Q8WZA2; Potency, µM (highest dose often 154 µM), without a hit: at the top dose activation, most hits filed as activators; hit rate 0.079% among 360,000; EPAC2 activation, biochemical qHTS; response scale: 100% = 6.5 mM cAMP response; further: potency means the concentration at half of the fitted maximal effect; nearly all actives have a fitted effect of over 50% in size
#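 qHTS, titration series. 100 nM EPAC2 / 250 nM Rap1B-BODIPY-GDP / 50 uM GDP; RT; ex 480/em 540 nm, 5-min reads to 30 min. Norm. to 6.5 mM cAMP = activation.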
# CCT modulator: modulators of cytosolic chaperonin (CCT/TRiC) activity; purified chaperonin ATPase assay, HTRF ADP detection, 30 min; hit rate 0.3% among 360,000; activity change, % (no concentration beside the values), hits read low; in the data active means activity change below about -30%; further: on the % scale 0 is the no-effect control and ±100 the full control effect
#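 Nucleotide hydrolysis assay: TRiC at 20–40 nM final (set by batch activity) with 10 uM ATP, 30 min at 37 °C, in presence of 76 uM compound. Detection by competitive ADP HTRF, 30 min ambient.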
# Nrf2 block: inhibitors of Nrf2 signaling | hit rate 2.1% among 360,000 | A549 ARE-Fluc reporter, luciferase luminescence, 18-24 h | Potency, µM (doses to about 46 µM), for the others: at the top dose activity change, negative = inhibition, actives largely listed as inhibitors; further: potency means the concentration at half of the fitted maximal effect; on the % scale 0 is the no-effect control and ±100 the full control effect; nearly all actives have a fitted effect of over 60% in size
#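 Cells were seeded and rested 2 h, then exposed to compounds for 18-24 h. CellTiter-Fluor was read first as a viability measure. BugLite was added 15 min before the final luminescent read of ARE-luciferase activity in A549 cells.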
# A549 viability: kills or reduces viability of A549 cells in Nrf2 counter-screen; A549 ARE-Fluc cells, CellTiter-Fluor viability, 18-24 h; Potency, µM (titrated, usually from 46 µM), without a hit: at the top dose activity change, negative = cytotoxicity, usual class: inhibitors; hit rate 0.16% among 390,000; AID 504648; further: potency means the concentration at half of the fitted maximal effect; on the % scale 0 is the no-effect control and ±100 the full control effect
#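 A549 ARE_Fluc cells in 5% FBS OPTI-MEM were exposed to compounds in concentration-response for 18-24 h at 37 deg C. Viability was read by CellTiter-Fluor fluorescence (Ex 405/Em 525) after 30 min, before the luciferase read.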
# Nrf2 ARE act: activators of Nrf2 (ARE) signaling; AREc32 ARE-luciferase reporter (MCF7-derived line), luminescence, 24 h; Potency, µM (top dose mostly 46.1 µM), inactives show top-dose activation, usual class: activators; hit rate 0.31% among 410,000; further: potency means the concentration at half of the fitted maximal effect; % of control where 0% means no effect; nearly all actives have a fitted effect of over 65% in size
#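 Cells of the AREc32 ARE-luciferase line are plated in OPTI-MEM containing 5% FBS and left overnight at 37 deg C. Compounds are pinned in, incubation continues 24 hr, and firefly luciferase signal is then measured.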
# Akt phos inh: blocks phosphorylation of Akt; Neuro2A IGF-stimulated pAkt S473 HTRF, 20 min; hits give low values; activity change, % for hits at 50 µM; hit rate 0.32% among 360,000; in the data active means activity change below about -80%; inconclusive means mostly about -51% to -80%; further: on the % scale 0 is the no-effect control and ±100 the full control effect
#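 Neuro2A cells in DMEM with 0.5% FBS, overnight at 37 deg C, given compound at single 50 µM final, then IGF (6 nM final) for 20 min at 37 deg C. Lysed; phospho-Akt Ser473 by HTRF after 24 h, 665/615 ratio.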
# * hit, by the source's call; i = inactive; ? = inconclusive; . = no result given; [ ] = dose if it differs, or a comment. Unless noted, the call rests on the fitted dose curve; in most records, active means well fitted curve in the direction sought with a large enough effect; inconclusive means small, poorly fitted or top-dose-only effect, or another doubt; inactive means no such curve, though single readings can be large; an effect the other way counts as inactive or inconclusive.
SMILES,EPAC2 antagonist,TGFb SMAD3 inh,MmCpn inh,EPAC2 ag,CCT modulator,Nrf2 block,A549 viability,Nrf2 ARE act,Akt phos inh
C=CCc1cccc2cc(C(=O)NNC(=O)CC#N)c(=O)oc12,4%,6%,2%,-2%,0.9,9%,-6%,-0.7%,i
FC(F)(F)c1cccc(NC(=S)NCCc2ccccn2)c1,18%,?,2%,7%,0.0,?,-10%,0.1%,i
O=C1Cc2ccccc2C(c2ccc(Cl)cc2Cl)N1 (stereo not given),11%,-7%,0%,7%,-2.8,-11%,1%,-1.0%,i
Cc1ccnc(NCc2cc(C)ccc2O)c1,11%,-1%,1%,-3%,-1.0,?,-2%,15%,i
CC(C)CN(C(=O)COC(=O)c1ccc(Cl)c(N)c1)c1c(N)n(Cc2ccccc2)c(=O)[nH]c1=O,28%,-22%,2%,-11%,0.1,-14%,1%,-0.8%,i
NC(=O)C1CCN(C(=O)c2ccc3ncsc3c2)CC1,-1%,9%,.,11%,-1.6,.,.,-1.1%,i
Cc1nn(-c2ccccc2)c(C)c1Cc1ccc(O)cc1,-14%,-19%,2%,13%,0.7,5%,-3%,0.1%,i
Cc1ccc(C2c3c(oc4ccccc4c3=O)C(=O)N2c2nncs2)cc1 (stereo not given),-6%,?,0%,-4%,-2.8,8%,-2%,-1.1%,i
COc1ccccc1N1CCN(Cc2ccc(O)c3ncccc23)CC1,-9%,?,0%,8%,-0.4,1%,7%,?,i
O=C(Nc1cc(=O)[nH]c2ncnn12)c1ccccc1,-5%,1%,0%,4%,-0.7,-11%,2%,-0.1%,i
COC(=O)CC1C(=O)NCCN1C(=S)NC(=O)CCc1ccccc1 (stereo not given),13%,21%,-3%,3%,2.4,21%,11%,-0.9%,i
COc1ccc(CCN(C(=O)c2cccc(F)c2)C2CC(=O)N(c3ccccc3)C2=O)cc1 (stereo not given),-6%,0%,2%,4%,-0.7,3%,0%,0.4%,i
COc1ccc2c(c1)cc(C(=O)N[C@@H](CCSC)C(=O)N1CCC[C@H]1C(=O)O)n2C,19%,3%,-1%,-3%,-3.6,4%,-1%,-0.9%,i
COc1cc(C)ccc1OCCOc1ccccc1Cl,-12%,?,1%,-5%,3.1,.,8%,5.4%,i
CCc1ccc(C2=NN(CCC(=O)NC(C)CCc3ccccc3)C(=O)CC2)cc1 (stereo not given),-13%,?,0%,5%,-3.7,2%,1%,2.0%,i
O=C(CCCc1ccccc1)NCCS(=O)(=O)N1CCN(c2ccccc2F)CC1,-1%,-3%,-1%,-4%,2.1,26%,7%,0.9%,i
Cc1ccc(OCC(=O)NNC(=O)CCC(=O)Nc2ccc(C)cc2C)cc1,1%,?,-3%,-11%,-2.1,0%,-10%,-0.8%,i
Cc1cc(N2CCCC(C(=O)Nc3cccc(Cl)c3)C2)n2ncnc2n1 (stereo not given),5%,23%,1%,-6%,-4.8,-18%,1%,0.1%,i
CCCCCC(=C/c1ccccc1)/C=N/Nc1ccc(S(=O)(=O)N2CCOCC2)cc1[N+](=O)[O-],-10%,25%,.,-2%,-2.4,-8%,-8%,2.4%,i
CCCc1nnc(SCC(=O)Nc2nnc(CC)s2)n1CC1CCCO1 (stereo not given),11%,-19%,2%,2%,-2.8,0%,0%,0.3%,i
COc1ccc(C2c3[nH]c4ccccc4c3CCN2C(=O)c2cn3ccccc3n2)c(F)c1 (stereo not given),-8%,?,-3%,20%,0.2,?,-23%,6.9%,i
O=C(CCN(CCO)Cc1ccccc1)Nc1ccc(Br)cc1,-4%,0%,2%,14%,0.5,15%,20%,-0.3%,i
CC(=O)C1=C(C)NC(SCC(=O)Nc2nc3ccccc3s2)=C(C#N)C1c1ccc(Cl)cc1 (stereo not given),-6%,?,-20%,13%,-6.3,?,-5%,2.2%,i
O=C(COC(=O)CCSc1ccc(Cl)cc1)Nc1ccc(F)cc1,-7%,-8%,2%,-9%,1.3,2%,0%,0.3%[9.22 µM],i
Cc1ccn2c(Nc3ccc4c(c3)OCO4)c(-c3ccco3)nc2c1,.,?,.,.,.,?,-12%,20%,.
CN1CCN(C2CN(Cc3cn(Cc4cccc(Cl)c4)nn3)S(=O)(=O)C2)CC1 (stereo not given),5%,.,.,12%,0.3,.,.,-0.5%,i
O=C(NCc1ccccc1)C12CC3CC(CC(Br)(C3)C1)C2,-5%,-19%,2%,2%,1.3,8%,-1%,-0.9%,i
O=C(NCc1ccc(F)cc1)c1cnc2n(c1=O)CCS2,1%,0%,0%,9%,0.5,6%,-17%,-0.9%,i
COc1cc2[nH]c(=S)n(CCN3CCCCC3C)c(=O)c2cc1OC (stereo not given),8%[57.1 µM],0%,1%,2%,-0.2,-5%,-5%,-0.3%,i
Cc1ccc2nc(SC(C)C(=O)N3CCOCC3)[nH]c2c1 (stereo not given),2%,-4%,-1%,6%,-3.5,?,1%,2.0%,i
C[C@@H](C(=O)NCc1ccc(S(C)(=O)=O)cc1)[C@H]1C[C@]1(C)[C@H](NC(=O)OCc1ccccc1)c1ccccc1,-9%,-12%,-1%,20%,-2.0,-27%,-9%,4.3%,i
O=S(=O)(Nc1cccc(Cl)c1)c1ccc2oc(=S)[nH]c2c1,0%,24%,2%,5%,0.1,-22%,-5%,3.5%,i
Cc1ccc(S(=O)(=O)N(CC(=O)NCCC2=CCCCC2)Cc2ccccc2F)cc1,-1%,-22%,1%,12%,3.2,.,?,6.1%,i
O=c1c(/C=N/O)c(Nc2ccccc2)nc2ccccn12,10%,?,1%,0%,-0.5,0%,-6%,-0.2%,.
CCOC(=O)Cc1csc(NC(=O)c2ccc(OC)c(OC)c2)n1,1%,-14%,-4%,-14%,-0.8,-11%,2%[1.84 µM],0.5%,i
CNC(=O)c1cc2cc(Cl)cc(OC)c2oc1=O,19%,3%,.,-5%,0.9,26%,0%,1.9%,i
COC(CNC(=O)c1cccnc1)OC,28%,-2%,-2%,2%,0.1,1%,-3%,-1.1%,i
O=C(NNC(=O)OCc1ccccc1)OCc1ccccc1,-3%,15%,.,6%,-5.0,29%,0%,5.8%,i
CC(C)[C@H](NC(=O)NCCC1=CCCCC1)C(=O)O,11%,?,1%,6%,-0.2,6%,6%,-0.6%,i
Cc1cc(OCC(O)CN2CCCC2)cc(C)c1Cl (stereo not given),1%,-4%,1%,9%,-3.1,-9%,1%,-1.2%,i

# A different layout for part of the listing above.
SMILES | EPAC2 antagonist | TGFb SMAD3 inh | MmCpn inh | EPAC2 ag | CCT modulator | Nrf2 block | A549 viability | Nrf2 ARE act | Akt phos inh
CN1CCN(C2CN(Cc3cn(Cc4cccc(Cl)c4)nn3)S(=O)(=O)C2)CC1 (stereo not given) | 5% | . | . | 12% | 0.3 | . | . | -0.5% | i
O=C(NCc1ccccc1)C12CC3CC(CC(Br)(C3)C1)C2 | -5% | -19% | 2% | 2% | 1.3 | 8% | -1% | -0.9% | i
O=C(NCc1ccc(F)cc1)c1cnc2n(c1=O)CCS2 | 1% | 0% | 0% | 9% | 0.5 | 6% | -17% | -0.9% | i
COc1cc2[nH]c(=S)n(CCN3CCCCC3C)c(=O)c2cc1OC (stereo not given) | 8%[57.1 µM] | 0% | 1% | 2% | -0.2 | -5% | -5% | -0.3% | i
Cc1ccc2nc(SC(C)C(=O)N3CCOCC3)[nH]c2c1 (stereo not given) | 2% | -4% | -1% | 6% | -3.5 | ? | 1% | 2.0% | i
C[C@@H](C(=O)NCc1ccc(S(C)(=O)=O)cc1)[C@H]1C[C@]1(C)[C@H](NC(=O)OCc1ccccc1)c1ccccc1 | -9% | -12% | -1% | 20% | -2.0 | -27% | -9% | 4.3% | i
O=S(=O)(Nc1cccc(Cl)c1)c1ccc2oc(=S)[nH]c2c1 | 0% | 24% | 2% | 5% | 0.1 | -22% | -5% | 3.5% | i

# The list continues.
SMILES,EPAC2 antagonist,TGFb SMAD3 inh,MmCpn inh,EPAC2 ag,CCT modulator,Nrf2 block,A549 viability,Nrf2 ARE act,Akt phos inh
N#Cc1c2c(c(=S)n(-c3ccccc3)c1N)CCCC2,18%,4%,0%,11%,2.8,16%,5%,3.6%,i
CCN(CC)S(=O)(=O)c1ccc(N2CCOCC2)c(NC(=O)c2ccco2)c1,-14%,5%,-2%,-3%,-0.9,-30%,-4%,-0.5%,i
O=C(COC(=O)C1CC(=O)N(C2CCCCC2)C1)c1ccc(F)cc1 (stereo not given),7%,-14%,2%,4%,-1.0,9%,13%,-0.8%,i
O=C(c1coc2ccc(O)c(CN3CCOCC3)c12)C1CC1,3%,-17%,-2%,3%,-4.0,3%,4%,0.9%,i
CCSc1nnc(NC(=O)c2cccs2)s1,4%,-15%,1%,-5%,3.4,.,1%,2.3%,i
CCNc1nc(NC(C)C)nc(NS(=O)(=O)c2ccc(N)cc2)n1,-7%[57.1 µM],10%,-1%,7%,-0.5,?,1%,-0.5%,i
CCCCN(CC)CCNC(=O)Cn1cnc2sc(C)c(S(=O)(=O)N3CCN(c4ccccc4OC)CC3)c2c1=O,.,?,.,.,.,-3%[9.27 µM],-8%,0.1%,.
CCOC(=O)CSc1n[nH]c(NC(=O)CC)n1,-27%,?,-3%,5%,0.7,-1%,-2%,2.4%,i
COC(C[C@H](O)CC(=O)[C@@H](C)OCc1ccccc1)OC,-2%,-3%,.,0%,0.9,-7%,4%,-0.7%,i
O=C(NC1CC(=O)N(c2ccc3c(c2)OCCO3)C1)N1CCC(O)CC1 (stereo not given),5%,?,2%,-1%,-1.7,-12%,2%,-0.1%,i
O=C(NC1CC1)C1=C[C@@H](c2c[nH]c3ccccc23)C[C@@H](OCc2ccc(CO)cc2)O1,12%,?,-1%,2%,-1.7,?,5%,11%,i
CCCc1[nH][nH]c(=O)c1C(c1ccccc1)C(C#N)C#N (stereo not given),-2%,-22%,-2%,3%,-2.9,-15%,-13%,2.5%,i

# Bioassay records from PubChem.

# These rows are one share of the data. The share of hits here may be higher or lower than overall.
